# Screening data as filed in PubChem BioAssay.
# M18AAP inhibitor = PfM18AAP enzyme inhibition | inhibition, % at 7.35 µM | AID 1822 | 1.2% of 290,000 active | recombinant PfM18AAP, H-Glu-NHMec fluorogenic cleavage;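 active = inhibition above the campaign mean inhibition over all tested compounds plus 3 SD, cut at about 28% in these data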;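 note: 0% = plate median of test compound wells and 100% = 2 mM ZnCl2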
# MEKK2wt PB1 HTS = raises or lowers MEK5 binding to wildtype human MEKK2 PB1 domain; Q9Y2U5; bead flow cytometry, Alexa488-MEK5 binding to MEKK2 WT; actives lie on both sides; binding response (% of control), % at 10 µM; 1.1% of 290,000 active; AID 1531; in the data active = binding response below about 67% or above about 130%
# MEKK2 mut-MEK5 = signal of MEK5 binding to mutant human MEKK2 PB1 domain; bead flow cytometry, Alexa488-MEK5 binding to MEKK2 mutant; percent response, % at 10 µM; 0.35% of 290,000 active; AID 1530; in the data active = percent response above about 24%, passing the limit was not always enough; note: inactives centre near 1; some results filed as inactive read as strong as hits
# VIM-2 inhibitor = blocks Pseudomonas aeruginosa VIM-2 metallo-beta-lactamase; 0.89% of 290,000 active; purified VIM-2, nitrocefin hydrolysis, epi-absorbance fluorescence; inhibition, % at 5.6 µM;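 active = inhibition above the mean of all tested compounds plus 3 SD, cutoff set per screening run, cut at about 7.5% in these data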;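 note: red hydrolysis product quenches plate fluorescence so inhibitors raise well fluorescence; 0% = enzyme with DMSO and 100% = DMSO without enzyme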
# NALP1 inh = NALP1 inhibition | 0.61% of 280,000 active | inhibition, % at 10 µM | S. cerevisiae NALP1/ASC/caspase-1 growth, X-gal OD620, 72 h; in the data active = inhibition mostly above about 24%, no sharp cut-off; inactive = mostly below about 32%; note: some compounds called inactive have numbers as strong as hits
# HCV NS3 hel inh = blocks Hepatitis C virus NS3 helicase unwinding; inhibition, % at 10.9 µM; 0.56% of 290,000 active; NS3 helicase DNA unwinding, Cy5 molecular beacon fluorescence;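 active = inhibition above the mean of all tested compounds plus 3 SD, set per campaign, cut at about 35% in these data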;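 note: 0% = DMSO wells and 100% = thioflavine S control wells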
#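 Assay system – hepatitis C virus NS3 helicase domain fragment enzyme · Buffer or medium – MOPS pH 6.5, MgCl2, DTT, Tween20, BSA · Reagent – Cy5/quencher beacon DNA duplex and ATP to start · Compound – single 10.9 µM dose · Timing – 1 h at 25 °C · Technique – Cy5 beacon fluorescence read at start and 1 h · Measure – % inhibition of unwinding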
# IMP-1 inh = blocks Pseudomonas aeruginosa IMP-1 metallo-beta-lactamase; 0.45% of 290,000 active; purified IMP-1, nitrocefin hydrolysis, epi-absorbance fluorescence; inhibition, % at 5.6 µM; AID 1556;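 active = inhibition above the mean plus 3 SD of all compounds in the same screening run, cut at about 4.5% in these data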;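 note: 0% = IMP-1 with DMSO and 100% = DMSO wells lacking enzyme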
#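 assay system = purified recombinant IMP-1 metallo-beta-lactamase enzyme | schedule = 15 min preincubation plus 25 min reaction at 25 °C | signal = Epi-absorbance fluorescence, 480 nm excitation, 530 nm emission | read-out basis = percent inhibition from optical density relative to buffer-blank wells | controls = IMP-1 with DMSO as 0%, enzyme-free DMSO as 100%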
# UBC9 SUMO inh = SUMOylation inhibition; P63279; HTRF SUMOylation assay, SAE1/SAE2 + UBC9, in vitro; inhibition, % at 35 µM; 0.36% of 290,000 active; AID 2006; in the data active = inhibition above about 50%, passing the limit was not always enough; note: strong numbers were not always called active
# Target sequence (P63279 whole entry, looked up): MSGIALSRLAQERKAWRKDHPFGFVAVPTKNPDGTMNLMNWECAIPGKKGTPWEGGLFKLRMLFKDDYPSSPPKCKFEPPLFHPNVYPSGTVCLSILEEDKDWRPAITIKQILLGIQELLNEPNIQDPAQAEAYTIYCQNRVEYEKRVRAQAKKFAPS
# FID counter = counter-screen for HCV NS3 helicase inhibitors: DNA intercalator displacement | DNA fluorescent intercalator displacement, fluorescence | inhibition, % at 7.9 µM | 0.17% of 290,000 active; in the data active = inhibition above about 37%;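 note: 0% = vehicle and 100% = reference compound; higher means more ethidium bromide displaced from hairpin DNA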
# An asterisk follows results filed as active; nt = no result given.
SMILES,M18AAP inhibitor,MEKK2wt PB1 HTS,MEKK2 mut-MEK5,VIM-2 inhibitor,NALP1 inh,HCV NS3 hel inh,IMP-1 inh,UBC9 SUMO inh,FID counter
CCSc1nnc(NC(=O)c2cc(C)nc3ccccc23)s1,3,108,5,-1.4,22,-1,-2.8,28,-21
COc1cccc(OC)c1OCCNC(C)(C)C,4,105,11,-2.5,5,6,-1.4,24,5
COc1cc(C(C)=O)ccc1OCCN1CCC(Cc2ccccc2)CC1,-1,113,4,-1.8,18,-13,-1.6,12,10
COc1ccc(NC(=O)CN(C)CC(=O)Nc2ccc(N3CCOCC3)cc2)c([N+](=O)[O-])c1,1,84,-15,-4.6,7,5,-3.2,11,-27
CC(C)(C)OC(=O)N1CCC[C@H]1c1nnc(SC/C=C/c2ccccc2)o1,3,108,13,-1.8,6,23,-0.8,9,-32
O=C(CSc1nnc(SCc2ccccc2)s1)N/N=C/C=C/c1ccco1,7,102,6,-3.1,-10,24,0.0,29,-17
COc1ccc(C(=O)N2CCOC2CNC(=O)C(=O)NCCc2ccc(OC)c(OC)c2)cc1 (stereo not drawn),-1,103,2,0.4,19,-2,0.0,5,-36
COc1ccc(C2=NN(C(=O)CCC(=O)O)C(c3ccc([N+](=O)[O-])cc3)C2)cc1 (stereo not drawn),2,95,-1,-1.2,-5,4,-4.1,14,-39
Cc1ccc2nc(-c3cccnc3)c(Nc3ccccc3C)n2c1,8,109,-1,-1.8,4,3,-2.3,-2,-34
CCn1c(SCC(=O)N2CCCc3ccccc32)nc2c1c(=O)n(C)c(=O)n2C,0,98,3,-3.5,-2,3,4.0,-28,-24
O=C(Cc1cccs1)NC1CCCC1,5,92,-8,0.9,8,15,-3.5,11,6
N/C(=N\OC(=O)c1cccc([N+](=O)[O-])c1)c1ccccn1,2,101,0,-5.1,-4,1,-2.6,7,7

# Part of the list above, tab-delimited:
SMILES	M18AAP inhibitor	MEKK2wt PB1 HTS	MEKK2 mut-MEK5	VIM-2 inhibitor	NALP1 inh	HCV NS3 hel inh	IMP-1 inh	UBC9 SUMO inh	FID counter
CCSc1nnc(NC(=O)c2cc(C)nc3ccccc23)s1	3	108	5	-1.4	22	-1	-2.8	28	-21
COc1cccc(OC)c1OCCNC(C)(C)C	4	105	11	-2.5	5	6	-1.4	24	5
COc1cc(C(C)=O)ccc1OCCN1CCC(Cc2ccccc2)CC1	-1	113	4	-1.8	18	-13	-1.6	12	10
COc1ccc(NC(=O)CN(C)CC(=O)Nc2ccc(N3CCOCC3)cc2)c([N+](=O)[O-])c1	1	84	-15	-4.6	7	5	-3.2	11	-27
CC(C)(C)OC(=O)N1CCC[C@H]1c1nnc(SC/C=C/c2ccccc2)o1	3	108	13	-1.8	6	23	-0.8	9	-32

# More compounds follow:
SMILES,M18AAP inhibitor,MEKK2wt PB1 HTS,MEKK2 mut-MEK5,VIM-2 inhibitor,NALP1 inh,HCV NS3 hel inh,IMP-1 inh,UBC9 SUMO inh,FID counter
CN(C)C(=S)Nc1cccc(C(F)(F)F)c1,-1,103,-3,-4.0,-2,5,-1.8,-2,-5
Cc1nc2cc(Cl)ccc2n1CCO,-14,102,2,-2.5,9,16,-3.9,0,0
CN(C)C(CNC(=O)Nc1cccc(Cl)c1)c1cccnc1 (stereo not drawn),-18,97,3,-1.5,nt,-2,-2.2,-2,3
COc1ccc(-c2noc(C3CCCN(C(=O)c4cccc(C)c4)C3)n2)cc1 (stereo not drawn),0,99,6,-2.4,-4,1,-3.2,-2,-34
Cc1cccc(CCNC(=O)C2CCC(=O)N(Cc3ccccc3F)C2)n1 (stereo not drawn),-4,105,7,-0.8,0,0,-3.7,5,-10
Fc1ccc2c(c1)C(c1cccnc1)=NNC(c1cccs1)=N2,3,104,1,-4.0,8,-4,-2.1,1,-5
O=c1c2ccccc2ncn1-c1ccccc1C(F)(F)F,-9,101,-2,-3.1,2,4,-4.1,-6,-1
COC(=O)c1ccc(C2c3c(n[nH]c3C)C(=O)N2c2ccc(C)cc2)cc1 (stereo not drawn),1,109,3,-5.5,11,0,-2.6,-4,-26
Cc1c(C(=O)O)sc2nc(C)n(C)c(=O)c12,2,95,-4,-2.8,-4,4,0.2,21,1
Cn1c(CNC(=O)CNC(=O)Cc2ccccc2)cc(=O)n(C)c1=O,3,99,0,-3.1,10,5,-4.2,3,-9
C=CCNC(=O)/C(=C/c1cccc([N+](=O)[O-])c1)NC(=O)c1ccccc1,3,104,-1,-3.7,6,0,-4.5,1,1
CCOC(=O)C1(C(F)(F)F)N=C(C(F)(F)F)Nc2cc(C)c(C)cc21 (stereo not drawn),-1,86,-4,-1.9,13,-4,-2.0,-16,-14
O=C(Nc1ncc(Cc2ccccc2Cl)s1)c1ccc(-c2cccc([N+](=O)[O-])c2)o1,0,115,5,-3.5,14,10,-2.2,-18,0
O=C(CN1CCCCC1)N1CCN(c2ccccc2)CC1,0,106,4,-1.2,10,8,-1.6,14,-6
C/C(N)=C(/C#N)C(=O)CSc1nnc(NC(C)C)s1,0,109,6,-2.3,8,2,-4.6,6,1
CCc1cc(SC#N)cc(CC)c1NC(=O)CCl,-6,96,-2,-1.6,16,-17,0.6,2,1
COc1cc(NC(=O)COC(=O)Cc2ccc(-c3ccccc3)cc2)cc(OC)c1,-2,119,0,-2.7,2,-4,-0.9,-47,-16
CC(Sc1nnc(-c2ccccc2Br)o1)C(=O)N1CCOCC1 (stereo not drawn),0,103,2,-3.5,11,8,-2.1,6,-9
Cc1ccc(-c2ccc(=O)n(Cc3ccc(F)cc3)n2)cc1,-3,105,6,-1.8,15,2,-0.9,3,-28
O=C(COc1ccc(Cl)cc1)NCCCNC(=O)c1ccncc1,0,92,-3,-1.4,0,2,-1.8,0,-7
CCOC(=O)c1c(C)n(C)c2ccc(OCC(O)CN3CCCCCC3)cc12 (stereo not drawn),1,111,13,7.3,16,-17,-0.5,2,15
CC(=O)Nc1ccc(CN2CCC(Oc3ccc(C(=O)N4CCCC4)cc3)CC2)cc1,-12,101,7,-3.0,17,5,-1.9,17,10
COc1ccc(NC(=O)Cn2nnc(C(=O)NCCc3ccc(OC)c(OC)c3)c2N)c(OC)c1,-18,112,0,-2.1,-4,7,-1.0,11,-18
CCn1c(SCC(=O)N2CCCC(C)C2)nnc1-c1ccc(S(=O)(=O)N2CCN(C)CC2)cc1 (stereo not drawn),-4,101,-2,-1.5,35*,4,0.6,-1,1
Cc1ccc(-c2noc(CCC(=O)NCC3CCN(Cc4cccc(C)c4)CC3)n2)cc1,-3,114,5,-1.2,6,-18,-0.7,-13,19
CC(=O)n1cc([C@@H]2C=C(C(=O)N3CCOCC3)O[C@H](OCc3ccc(CO)cc3)C2)c2ccccc21,-6,91,5,0.5,7,-21,-0.2,21,-45
COC(=O)C1=C(C)Nc2c(c(=O)n(C)c(=O)n2C)C1c1cccnc1 (stereo not drawn),2,105,1,-1.5,37,2,-1.1,22,0
NCCCC[C@@H]1NC(=O)[C@H](CCC(=O)O)NC(=O)c2cc([N+](=O)[O-])cc(I)c2SC[C@@H](C(=O)NCC(N)=O)NC1=O,3,98,8,-2.8,20,-5,-0.7,14,0
COc1ccccc1/C=C(/C(=O)OCC(=O)Nc1ccc(N(C)C)cc1)c1ccccc1,6,107,0,-1.9,27,-15,-3.4,-4,-15
CC1C(Br)C(=O)NC(=O)N1Cc1ccccc1 (stereo not drawn),-2,102,1,-3.2,1,0,-1.8,-2,-4
CCc1nnc(NC(=O)Cc2cc(OC)c(OC)c(OC)c2)s1,-15,90,-2,-1.3,3,-13,-1.7,-8,-10
CC[N+]1(CC)CC2CCC(C)(C1)C2(C)C (stereo not drawn),-11,101,0,-3.1,-11,17,-1.7,8,1
O=C(OCC#CCSc1nnc(-c2cccc3ccccc23)o1)c1ccco1,-3,95,-3,-1.9,16,-1,-0.6,-1,-11
COc1cccc(C2CC(C(F)(F)F)n3nc(C(=O)NCc4cccnc4)cc3N2)c1 (stereo not drawn),-2,108,6,0.2,22,-8,0.7,16,-31
CCC1Oc2ccccc2N(CC(=O)NCc2cccs2)C1=O (stereo not drawn),3,110,6,-2.3,8,-4,-1.8,-3,-6
Cc1nonc1CN(C)C(=O)CC1C(=O)NCCN1Cc1c(F)cccc1Cl (stereo not drawn),-5,105,-3,-1.0,-12,1,-1.8,-11,-10
O=C(CCc1c[nH]c2ccccc12)NCc1cccc(Cl)c1,-3,95,-9,0.3,14,-8,-0.5,-8,-10
COc1ccccc1NC(=O)Cc1noc(CSc2cccc[n+]2[O-])n1,-3,109,6,-3.2,3,2,0.1,13,-3
COc1ccc(OC)c(NC(=O)C2=C(C)Nc3ncnn3C2c2cccs2)c1 (stereo not drawn),2,101,1,-3.8,-29,10,-3.2,8,-10
COc1cccc(NC(=O)Cn2c3ccccc3c3nc4n(c(=O)c32)CCS4)c1,2,102,-2,-3.8,-4,5,-2.4,2,-8
CN(C)c1ccnc2sc(C(N)=O)c(N)c12,-17,100,5,0.6,8,-11,-2.7,22,-1
CCOC(=O)N/N=C/c1cc(OC)c(O)c(OC)c1,11,96,-1,-1.9,16,1,-3.0,-5,-1
CC(=O)Oc1ccc(/C=C2/CCc3ccccc3C2=O)cc1,7,95,-4,-1.9,12,-1,-2.5,11,-11
CCN(CC)S(=O)(=O)c1cccc(NC(=O)COC(=O)/C=C/c2ccco2)c1,-2,98,-2,-2.7,2,28,-1.2,12,-21
COCCCn1c(SCC(=O)Nc2ccc(NC(=O)c3ccco3)c(OC)c2)nc2ccccc2c1=O,-2,91,3,-0.2,-17,-6,-2.1,44,-5
CC(C)CCn1c(=O)c2sccc2n2c(CCCC(=O)N3CCN(c4ccccn4)CC3)nnc12,-5,106,4,8.6*,-1,5,-2.3,5,-58
O=C(CN1CCCc2ccccc21)NC(=O)NCc1ccccc1,-6,100,0,0.8,nt,-4,-2.5,29,-3
Cn1c2ccc(F)cc2c2nnc(SCC(=O)Nc3cccc(O)c3)nc21,-6,106,2,8.8*,-4,-4,1.1,12,-9
CSc1ccccc1OCc1cc(C(=O)NC(C)c2cnn(C)c2)no1 (stereo not drawn),1,105,5,-1.2,18,3,-2.4,7,-32
CCOc1ccccc1-c1nc2c(C(C)(C)C)nn(C)c2c(=O)[nH]1,0,87,-11,-0.7,3,2,-0.2,4,3
CC(=O)c1cccc(NC(=O)CSc2ccc(-c3sc(C)nc3C)nn2)c1,0,109,10,0.6,11,5,-2.0,11,-28
CCOc1cccc(CN2CCC(N3CCC(C(=O)NCC4CCCO4)CC3)CC2)c1 (stereo not drawn),-4,115,6,-2.0,7,-12,-0.9,-5,4
COc1cc2c(cc1OC)C(c1cc3ccccc3oc1=O)=NC(C)(C)C2,-1,105,6,-0.6,-10,-6,-3.2,29,-3
Cc1cc(C(=O)Cn2cc(C(F)(F)F)ccc2=O)c(C)n1-c1ccccc1,8,102,0,-5.0,21,0,-1.9,4,-26
Cc1ccc(S(=O)(=O)NC(=O)Nn2c(C)nnc2C)cc1,3,93,-3,-1.3,10,1,-2.3,-4,-3
